BaF3 parental – parental Ba/F3 cell viability inhibition, counter-screen for JAK2V617F inhibitor project, murine pro-B, CellTiter-Glo luminescence; 220,000 tested, 1.1% active; CellTiter-Glo ATP luminescence; inhibition, % at 5.6 µM;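 active = inhibition above a per-campaign cutoff, the mean inhibition of all tested compounds plus 3 SD, cut at about 27% in these data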;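 note: 0% = DMSO wells and 100% = JAK Inhibitor I control wells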
S1P4 ag – S1P4 receptor agonists, primary screen, cell-based; activation, % at 4.98 µM; Sphingosine 1-phosphate receptor 4 (Homo sapiens), O95977; AID 1509, 2009; S1P4-expressing cell line, agonist reporter assay; 220,000 tested, 0.35% active; in the data active = activation above about 11%;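 note: 0% = DMSO vehicle and 100% = reference agonist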
Target sequence (O95977 whole entry, looked up): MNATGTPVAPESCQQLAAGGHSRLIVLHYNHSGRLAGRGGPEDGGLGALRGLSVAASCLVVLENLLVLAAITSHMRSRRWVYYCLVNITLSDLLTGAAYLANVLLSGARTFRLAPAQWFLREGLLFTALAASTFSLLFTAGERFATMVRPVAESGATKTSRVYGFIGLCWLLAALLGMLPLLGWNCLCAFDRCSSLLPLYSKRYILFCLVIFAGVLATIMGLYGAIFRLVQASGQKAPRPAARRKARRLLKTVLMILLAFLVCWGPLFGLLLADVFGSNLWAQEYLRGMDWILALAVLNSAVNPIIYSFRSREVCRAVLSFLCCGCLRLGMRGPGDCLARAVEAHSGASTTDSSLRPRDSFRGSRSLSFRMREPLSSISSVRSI
NPY Y1 blocker – NPY-Y1 receptor antagonists, primary screen, cell-based; Neuropeptide Y receptor type 1 (Homo sapiens), P25929; HEK293-CNG Y1 cells, membrane potential fluorescence; NPY at EC95, then isoproterenol; inhibition, % at 3.6 µM; 200,000 tested, 1% active;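 active = inhibition above the campaign mean inhibition of all tested compounds plus 3 SD, cut at about 20% in these data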;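 note: 0% = DMSO wells given NPY plus isoproterenol and 100% = isoproterenol alone without NPY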
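Test system – HEK293 Y1/CNG channel cell line · Also added – NPY agonist 25 nM, then isoproterenol 1 µM plus Ro 20-1724 25 µM · Compound dosing – one concentration, 3.6 µM, in 0.4% DMSO · Schedule – compound incubation 1 h at room temperature, readout 45 min post-stimulation · Technique – fluorescence, membrane potential probe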
Ba/F3 V617F tox – reduced viability of JAK2V617F-dependent Ba/F3 cells, primary screen, JAK2V617F inhibitor project, cell-based, Ba/F3 EpoR-JAK2V617F, luminescence; ATP luminescence; inhibition, % at 5.6 µM; 220,000 tested, 1.1% active;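 active = inhibition above the campaign mean plus 3 SD over all tested compounds, cut at about 24% in these data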;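 note: cytokine-independent growth of Ba/F3 cells driven by EpoR plus mutant JAK2; 0% = DMSO-treated cells and 100% = JAK inhibitor I control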
NPY2 pot ag – NPY-Y2 potentiators or agonists, primary screen, cell-based. Neuropeptide Y receptor type 2 (Homo sapiens), P49146. cells expressing NPY-Y2, potentiator/agonist read-out. 220,000 tested, 0.45% active. activation, % at 3.6 µM; in the data active = activation above about 27%;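 note: cells stimulated with NPY near EC25 plus isoproterenol at EC100; 0% = vehicle plus submaximal agonist and 100% = vehicle plus saturating agonist; some results beyond the cut were filed as inactive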
Target sequence (P49146 whole entry, looked up): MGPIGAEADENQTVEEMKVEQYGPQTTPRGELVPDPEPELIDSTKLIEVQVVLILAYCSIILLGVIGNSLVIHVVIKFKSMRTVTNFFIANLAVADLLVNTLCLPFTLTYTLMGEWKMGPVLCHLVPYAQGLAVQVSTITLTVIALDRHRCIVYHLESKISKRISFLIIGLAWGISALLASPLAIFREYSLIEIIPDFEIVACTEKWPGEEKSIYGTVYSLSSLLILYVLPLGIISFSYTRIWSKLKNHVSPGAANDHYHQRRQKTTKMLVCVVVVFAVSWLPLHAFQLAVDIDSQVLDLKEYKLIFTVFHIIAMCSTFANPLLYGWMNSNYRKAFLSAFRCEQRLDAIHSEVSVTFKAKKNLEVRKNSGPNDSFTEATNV
S1P4 antag – S1P4 receptor antagonists, primary screen, cell-based; Sphingosine 1-phosphate receptor 4 (Homo sapiens), O95977; S1P4-expressing cells, antagonist mode, reporter read-out; inhibition, % at 4.98 µM; 220,000 tested, 0.26% active; AID 1510, 2009; in the data active = inhibition above about 29%;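 note: 0% = wells stimulated with agonist and 100% = vehicle wells without agonist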
RBBP9 inh – human RBBP9 inhibitors, primary screen, biochemical, fluorescence polarization, FP-Rh probe, HTS; inhibition, % at 7.94 µM; Serine hydrolase RBBP9 (Homo sapiens), O75884; recombinant RBBP9; 220,000 tested, 0.2% active;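 active = inhibition above the campaign mean of all tested compounds plus 3 SD, cut at about 14% in these data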;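 note: plate controls were DMSO wells with RBBP9 for no effect and wells lacking RBBP9 protein for full effect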
Target sequence (O75884 whole entry, looked up): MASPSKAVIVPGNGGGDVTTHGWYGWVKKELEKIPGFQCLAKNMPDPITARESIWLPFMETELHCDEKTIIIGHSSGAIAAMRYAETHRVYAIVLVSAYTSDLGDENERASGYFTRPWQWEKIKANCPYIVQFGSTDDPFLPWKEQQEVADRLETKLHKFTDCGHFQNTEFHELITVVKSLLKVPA
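system = RBBP9 protein | input = RBBP9 at 2.5 µM in dispensed solution, before mixing | measured by = fluorescence polarization (mP), excitation 525 nm, emission 598 nm | incubation = enzyme-compound preincubation 30 min, then probe labeling 45 min, 25 °C | buffer or medium = Tris-NaCl-Pluronic buffer, pH 8.0 | compound = single dose 7.94 µM | also added = FP-Rh probe, 375 nM dispensing solution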
Runt-CBFb FRET – inhibitors of RUNX1 Runt–CBFb binding, primary screen, biochemical, FRET, Cerulean-Runt, Venus-CBFb, uHTS. Runt-related transcription factor 1 (Homo sapiens) + Core-binding factor subunit beta …. Cerulean-Runt/Venus-CBFb FRET ratio 530/480, 1 h. inhibition, % at 20 µM. 220,000 tested, 0.46% active. AID 1496, 2009;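 active = inhibition over about 50% at 20 µM in the single-dose screen, limit read from the data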;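 note: 0% = DMSO wells and 100% = excess unlabeled CBFb competitor control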
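Reagent – Venus-CBFb binding partner, 100 nM · Assay system – Cerulean-tagged RUNX1 Runt domain (FRET donor) fusion protein · Input – 100 nM per protein · Incubation – two 1 h room-temperature incubations shielded from light · Measured by – FRET fluorescence · Medium – Tris buffer pH 7.5 with salts and BSA · Benchmarks – unlabeled CBFb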
NPY1 pot ag – NPY-Y1 receptor potentiators or agonists, primary screen, cell-based; Neuropeptide Y receptor type 1 (Homo sapiens), P25929; NPY-Y1 expressing cells, potentiator/agonist activation; activation, % at 3.6 µM; 220,000 tested, 0.37% active; in the data active = activation above about 33%, passing the limit was not always enough;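 note: cells stimulated with NPY at EC10 then isoproterenol at EC100; 0% = low agonist plus stimulus and 100% = saturating agonist plus stimulus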
* hit, by the source's call; . = no result given. Compounds as they come; overall some 3.6% were active at least once.

canonical_smiles	BaF3 parental	S1P4 ag	NPY Y1 blocker	Ba/F3 V617F tox	NPY2 pot ag	S1P4 antag	RBBP9 inh	Runt-CBFb FRET	NPY1 pot ag
Cc1cccc(C(=O)N2CCc3cc(-c4nc(NC(=O)Cn5nnc6ccccc6c5=O)sc4C)ccc32)c1	7	1.3	0	-3	-3	-7	-8	1	3
Cc1ccc(NC(=O)CNC(=O)OCc2ccccc2)cc1C	-2	3.6	9	1	-12	-5	-2	-1	-7
Cc1nn(C)c(C)c1NS(=O)(=O)c1ccc(N2CCCC2=O)cc1	1	0.1	-4	-2	14	-20	-9	1	24
COc1ccccc1NC(=O)NCc1ccc2c(c1)OCO2	3	0.3	-1	-2	-15	-5	-6	0	-21
CN(C)S(=O)(=O)c1ccc(Cl)c(C(=O)Nc2nc3ccccc3[nH]2)c1	3	0.6	-5	1	-2	1	-6	0	-18
CCOC(=O)Cn1cc(Cl)c(=O)c(Cl)c1	2	-2.1	.	-2	6	15	8	0	10
Cc1ccc2nc(SCC(=O)O)nc(C)c2c1	1	0.6	-1	0	12	-10	-2	-2	27
CC(C)(C)N(Cc1cc2ccccc2[nH]c1=O)C(=O)c1cccnc1	1	-0.6	-2	-1	85*	9	-7	0	14
COc1ccc(-c2nc(N)n[nH]2)cc1OC	2	-3.1	4	-3	-4	-6	0	-1	-8
CCN(CC(=O)NC1CCS(=O)(=O)C1)S(=O)(=O)c1cccc(C(C)=O)c1 (configuration not stated)	5	1.5	3	-1	-1	-7	1	1	-19
CCN1CCCC1CNCc1cccc(OC)c1OCc1ccccc1F (configuration not stated)	4	0.6	18	1	-30	13	-4	2	-51
Cn1nnnc1SCc1csc(C2C(C#N)=C(N)OC3=C2C(=O)CCC3)c1 (configuration not stated)	9	-1.1	-1	-1	7	0	9	5	2
CCO[C@H]1OC(C(=O)N2CCN(C)CC2)=C[C@@H](C)[C@@H]1CCCO	-2	0.8	-3	1	4	6	-12	-2	-4
O=C(NNS(=O)(=O)c1ccc(Cl)cc1)C1CCN(Cc2ccccc2)CC1	6	1.1	-3	-1	8	2	-9	1	12
Cc1[nH]c(=S)[nH]c(=O)c1CCCO	0	2.2	5	0	-4	-14	-9	-1	-4
O=C(NCc1ccco1)c1cnn2cccnc12	-2	-0.5	1	-5	10	-4	-5	4	-18
CCN1CCN(C(c2cccs2)C(C)NC(=S)Nc2cc(C)ccc2C)CC1 (configuration not stated)	-5	1.2	.	-3	-1	9	-8	0	-2
O=C(Nc1ccc(Cc2ccncc2)cc1)C1CC1	1	2.4	-6	0	6	-22	0	0	17
Cc1ccc(SCc2[nH]nc3c2C(c2cccnc2)C(C#N)=C(N)O3)cc1 (configuration not stated)	0	0.7	6	-2	7	-23	-9	1	-13
CC(C)C(c1nnnn1C1CCCC1)N1CCOCC1 (configuration not stated)	3	-0.2	0	-1	6	6	-3	-2	-11
CC(C)N(C(=O)Cn1cc(SCC(=O)NCC2CCCO2)c2ccccc21)C(C)C (configuration not stated)	2	1.1	0	-4	-15	2	-7	-1	11
Cc1c(C#N)c2ccccc2n1CC(=O)NCCc1c[nH]c2ccccc12	6	1.6	1	0	9	-2	-8	2	9
CCCCn1nnnc1NCc1ccc(N(CC)CC)cc1	4	-0.3	14	-5	-3	-12	-5	2	-3
COc1ccccc1CNCC(O)Cn1c2ccccc2c2ccccc21 (configuration not stated)	2	1.5	13	1	1	-7	-6	-4	-28
O=C(CN(CCO)c1ccccc1)Nc1ccc(Cl)c(S(=O)(=O)N2CCOCC2)c1	4	-0.6	13	0	5	-4	-4	1	1

Next records follow.
canonical_smiles	BaF3 parental	S1P4 ag	NPY Y1 blocker	Ba/F3 V617F tox	NPY2 pot ag	S1P4 antag	RBBP9 inh	Runt-CBFb FRET	NPY1 pot ag
COc1ccccc1NC(=O)c1ccc(COc2ccccc2OC)o1	3	-0.2	18	2	-31	-1	-4	-1	-43
CC(C)C(=O)Nc1c(-c2cccs2)c(=O)c2ccccc2n1C	1	0.3	2	-4	1	1	0	1	8
CCn1c2ccccc2c2cc(CC(N)=O)ccc21	-4	-0.9	.	3	5	-5	2	2	0
O=c1oc2ccccc2c2c1ncn2CCN1CCOCC1	12	2.3	-2	61*	5	-11	1	-3	1
Cc1ccnc2nc(C(=O)Nc3ccc4c(c3)OCO4)nn12	8	-1.9	-3	3	3	-7	-2	0	-12
O=C(Nc1ccc2c(c1)OCO2)c1cc(-c2cccnc2)nc2ccccc12	13	-1.1	7	4	-17	2	3	-1	-14
O=C(O)CS(=O)(=O)CC(=O)NCc1cccc(C(F)(F)F)c1	4	-1.2	-1	5	-2	-13	-3	0	7
Cc1ccccc1OCc1nc2ccccc2[nH]1	6	0.3	1	4	5	-9	-2	2	5
Cc1ccc2oc(=O)cc(CN3CCOCC3)c2c1	5	-0.2	1	5	-3	-4	2	-2	5
COc1ccc(S(=O)(=O)N2CCN(c3cc(-c4ccccc4)nc4ncnn34)CC2)cc1	8	4.5	2	1	25	-4	-4	1	-21
COC(=O)c1ccc(NCC(=O)c2ccccc2)cc1	0	2.0	-3	2	-7	-2	-6	2	16
CC(C)CCNC(=O)NC(=O)COc1ncnc2sccc12	96*	0.2	-3	-5	5	4	-5	-1	12
CS(=O)(=O)c1ccc(N2CCOCC2)c(S(C)(=O)=O)c1	-2	-0.2	-6	-3	20	-13	-4	-2	-2
Cc1cc(C(C)(C)C)ccc1OCCOCCN1CCCC1	9	-2.5	8	5	-12	-7	-5	-3	-23
CCCCOc1ccc(C(=O)Nc2ccc3c(c2)OCO3)cc1	4	-1.0	0	-4	-14	2	-4	-1	-9
O=c1c2cn[nH]c2nc(SCc2ccc3c(c2)OCCO3)n1-c1ccccc1	15	1.6	10	7	-14	-22	0	-2	-13
CC1=C(C(=O)Nc2ccc(C)cc2)C(c2cccs2)NC(=S)N1 (configuration not stated)	6	2.8	1	2	16	-26	-7	2	16
O=C(CSc1ccccn1)N1CCc2ccccc21	7	-0.2	2	4	-2	-11	-4	-8	5
Cc1ccc2c(C)c(C(=O)N(Cc3cccs3)C3CCS(=O)(=O)C3)oc2c1 (configuration not stated)	2	-2.4	5	-2	10	-14	1	-2	-31
O=C(Nc1nc(-c2ccccc2)cs1)c1cccc([N+](=O)[O-])c1C(=O)O	9	-0.1	-1	7	-9	6	0	-1	-31
Cn1ncc(Cl)c1C(=O)Nc1cccc(Cl)c1	-2	3.6	1	-3	3	-2	3	1	-11
O=C(c1ccccc1)N1N=C(c2ccco2)CC1c1cccs1 (configuration not stated)	4	-0.3	4	5	-14	-9	-7	11	-9

Some of the entries so far, with two lines to a compound.
Value order: BaF3 parental, S1P4 ag, NPY Y1 blocker, Ba/F3 V617F tox, NPY2 pot ag, S1P4 antag, RBBP9 inh, Runt-CBFb FRET, NPY1 pot ag
COC(=O)c1ccc(NCC(=O)c2ccccc2)cc1
→ 0, 2.0, -3, 2, -7, -2, -6, 2, 16
CC(C)CCNC(=O)NC(=O)COc1ncnc2sccc12
→ 96*, 0.2, -3, -5, 5, 4, -5, -1, 12

16 consecutive compounds from above, for reference:
canonical_smiles	BaF3 parental	S1P4 ag	NPY Y1 blocker	Ba/F3 V617F tox	NPY2 pot ag	S1P4 antag	RBBP9 inh	Runt-CBFb FRET	NPY1 pot ag
O=c1oc2ccccc2c2c1ncn2CCN1CCOCC1	12	2.3	-2	61*	5	-11	1	-3	1
Cc1ccnc2nc(C(=O)Nc3ccc4c(c3)OCO4)nn12	8	-1.9	-3	3	3	-7	-2	0	-12
O=C(Nc1ccc2c(c1)OCO2)c1cc(-c2cccnc2)nc2ccccc12	13	-1.1	7	4	-17	2	3	-1	-14
O=C(O)CS(=O)(=O)CC(=O)NCc1cccc(C(F)(F)F)c1	4	-1.2	-1	5	-2	-13	-3	0	7
Cc1ccccc1OCc1nc2ccccc2[nH]1	6	0.3	1	4	5	-9	-2	2	5
Cc1ccc2oc(=O)cc(CN3CCOCC3)c2c1	5	-0.2	1	5	-3	-4	2	-2	5
COc1ccc(S(=O)(=O)N2CCN(c3cc(-c4ccccc4)nc4ncnn34)CC2)cc1	8	4.5	2	1	25	-4	-4	1	-21
COC(=O)c1ccc(NCC(=O)c2ccccc2)cc1	0	2.0	-3	2	-7	-2	-6	2	16
CC(C)CCNC(=O)NC(=O)COc1ncnc2sccc12	96*	0.2	-3	-5	5	4	-5	-1	12
CS(=O)(=O)c1ccc(N2CCOCC2)c(S(C)(=O)=O)c1	-2	-0.2	-6	-3	20	-13	-4	-2	-2
Cc1cc(C(C)(C)C)ccc1OCCOCCN1CCCC1	9	-2.5	8	5	-12	-7	-5	-3	-23
CCCCOc1ccc(C(=O)Nc2ccc3c(c2)OCO3)cc1	4	-1.0	0	-4	-14	2	-4	-1	-9
O=c1c2cn[nH]c2nc(SCc2ccc3c(c2)OCCO3)n1-c1ccccc1	15	1.6	10	7	-14	-22	0	-2	-13
CC1=C(C(=O)Nc2ccc(C)cc2)C(c2cccs2)NC(=S)N1 (configuration not stated)	6	2.8	1	2	16	-26	-7	2	16
O=C(CSc1ccccn1)N1CCc2ccccc21	7	-0.2	2	4	-2	-11	-4	-8	5
Cc1ccc2c(C)c(C(=O)N(Cc3cccs3)C3CCS(=O)(=O)C3)oc2c1 (configuration not stated)	2	-2.4	5	-2	10	-14	1	-2	-31

Screens: PubChem BioAssay, several laboratories
